NSD2 block: blocks human NSD2 histone methyltransferase activity | NSD2-SET H3K36me1 DELFIA fluorescence, biochemical | inhibition, % at 12.5 µM | 0.07% of 44,000 active | AID 624260; in the data active = inhibition above about 54%, passing the limit was not always enough;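 also: inhibitors reduce the monomethyl H3K36 fluorescence signal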
Target sequence (O96028 whole entry, looked up): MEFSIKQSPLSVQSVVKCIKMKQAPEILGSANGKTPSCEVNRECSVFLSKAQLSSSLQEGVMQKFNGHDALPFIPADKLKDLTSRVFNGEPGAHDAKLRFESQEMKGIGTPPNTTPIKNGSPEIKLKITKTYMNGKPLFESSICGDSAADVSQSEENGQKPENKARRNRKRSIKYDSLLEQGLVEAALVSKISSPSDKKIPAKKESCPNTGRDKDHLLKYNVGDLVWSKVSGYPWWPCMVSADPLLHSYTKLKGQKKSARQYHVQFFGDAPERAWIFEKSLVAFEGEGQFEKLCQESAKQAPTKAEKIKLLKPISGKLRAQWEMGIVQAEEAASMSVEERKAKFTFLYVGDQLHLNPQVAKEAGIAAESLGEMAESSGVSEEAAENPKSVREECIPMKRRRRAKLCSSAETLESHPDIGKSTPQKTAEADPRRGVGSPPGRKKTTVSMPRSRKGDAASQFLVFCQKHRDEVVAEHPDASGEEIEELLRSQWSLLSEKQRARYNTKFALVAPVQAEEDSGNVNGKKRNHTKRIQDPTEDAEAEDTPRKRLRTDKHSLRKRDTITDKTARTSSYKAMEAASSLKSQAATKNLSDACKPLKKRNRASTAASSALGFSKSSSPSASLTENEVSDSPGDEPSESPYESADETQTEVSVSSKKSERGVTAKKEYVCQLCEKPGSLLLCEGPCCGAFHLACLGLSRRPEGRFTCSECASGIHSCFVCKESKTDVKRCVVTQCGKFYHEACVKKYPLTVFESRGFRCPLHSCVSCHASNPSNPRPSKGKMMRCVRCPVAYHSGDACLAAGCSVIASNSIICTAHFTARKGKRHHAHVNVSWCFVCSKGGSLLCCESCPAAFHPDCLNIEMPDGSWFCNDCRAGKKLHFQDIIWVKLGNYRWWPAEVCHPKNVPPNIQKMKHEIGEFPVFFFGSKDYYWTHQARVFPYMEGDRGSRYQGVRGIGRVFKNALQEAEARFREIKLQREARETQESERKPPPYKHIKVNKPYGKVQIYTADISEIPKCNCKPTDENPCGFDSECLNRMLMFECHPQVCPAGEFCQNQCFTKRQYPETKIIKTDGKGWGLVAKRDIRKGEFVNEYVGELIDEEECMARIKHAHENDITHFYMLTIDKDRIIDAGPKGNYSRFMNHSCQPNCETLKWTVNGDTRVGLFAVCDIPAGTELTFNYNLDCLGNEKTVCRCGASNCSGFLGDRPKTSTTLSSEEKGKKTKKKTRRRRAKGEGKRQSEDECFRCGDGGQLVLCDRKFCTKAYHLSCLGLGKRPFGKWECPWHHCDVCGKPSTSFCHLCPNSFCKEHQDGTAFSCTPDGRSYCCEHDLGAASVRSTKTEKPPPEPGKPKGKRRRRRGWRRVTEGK
The depositor's hits bear a star.

Molecule	NSD2 block
COCC#Cc1ccc2c(c1)O[C@@H](CN(C)S(=O)(=O)c1cccc(F)c1)[C@H](C)CN([C@@H](C)CO)S2(=O)=O	-7
O=C1O[C@@H](c2ccccc2)[C@@H](c2ccccc2)N2[C@@H](c3ccc(O)cc3)[C@]3(C(=O)Nc4ccccc43)[C@@H](C(=O)O)[C@H]12	-7
CC(C)NC(=O)N(C)C[C@@H]1Oc2cc(C#C[C@@H](C)O)ccc2S(=O)(=O)N([C@@H](C)CO)C[C@@H]1C	6
C[C@@H]1CN([C@@H](C)CO)C(=O)Cc2cc(NC(=O)Cc3cn(C)c4ccccc34)ccc2O[C@H]1CN(C)S(=O)(=O)c1ccccc1	5
C[C@@H]1CN([C@H](C)CO)C(=O)c2cccc(NS(=O)(=O)c3ccc(F)cc3)c2O[C@@H]1CN(C)C(=O)Nc1ccccc1	7
CC(C)NC(=O)N(C)C[C@@H]1Oc2ncc(C#CCN(C)C)cc2C(=O)N([C@H](C)CO)C[C@@H]1C	4
COc1ccc(S(=O)(=O)Nc2ccc3c(c2)C(=O)N([C@@H](C)CO)C[C@H](C)[C@H](CN(C)Cc2ccc4c(c2)OCO4)O3)cc1	21
CN(C)C(=O)C[C@H]1CC[C@@H](NC(=O)C2CC2)[C@H](CO)O1	7

Molecule	NSD2 block
CC(C)NC(=O)N(C)C[C@H]1OCCCC[C@H](C)Oc2ccc(NC(=O)Cc3ccccc3)cc2C(=O)N([C@@H](C)CO)C[C@H]1C	2
Cc1cccc(S(=O)(=O)N(C)C[C@H]2OCc3ccccc3-c3ccccc3C(=O)N([C@H](C)CO)C[C@@H]2C)c1	4
C[C@H](CO)N1C[C@H](C)[C@H](CN(C)C(=O)Cc2ccccc2)OCCCC[C@H](C)Oc2ccc(NS(C)(=O)=O)cc2C1=O	-4
COCC#Cc1ccc2c(c1)O[C@@H](CN(C)CC1CCCC1)[C@H](C)CN([C@H](C)CO)S2(=O)=O	-1
C[C@H](CO)N1C[C@H](C)[C@@H](CN(C)CC2CCCCC2)Oc2ccc(NC(=O)CCN3CCOCC3)cc2CC1=O	-13
O=C(C[C@H]1C[C@@H]2c3cc(NS(=O)(=O)c4ccc(F)cc4)ccc3O[C@@H]2[C@@H](CO)O1)NCc1ccccc1F	2
CC(C)NC(=O)N(C)C[C@@H]1Oc2c(NC(=O)c3nc4ccccc4s3)cccc2C(=O)N([C@H](C)CO)C[C@@H]1C	5
C[C@H]1CN([C@@H](C)CO)C(=O)Cc2cc(N(C)C)ccc2O[C@@H]1CN(C)CC1CC1	3

Ordered by number of heavy atoms (largest number first): part of the list above
Molecule	NSD2 block
CC(C)NC(=O)N(C)C[C@H]1OCCCC[C@H](C)Oc2ccc(NC(=O)Cc3ccccc3)cc2C(=O)N([C@@H](C)CO)C[C@H]1C	2
C[C@H](CO)N1C[C@H](C)[C@H](CN(C)C(=O)Cc2ccccc2)OCCCC[C@H](C)Oc2ccc(NS(C)(=O)=O)cc2C1=O	-4
C[C@H](CO)N1C[C@H](C)[C@@H](CN(C)CC2CCCCC2)Oc2ccc(NC(=O)CCN3CCOCC3)cc2CC1=O	-13
O=C(C[C@H]1C[C@@H]2c3cc(NS(=O)(=O)c4ccc(F)cc4)ccc3O[C@@H]2[C@@H](CO)O1)NCc1ccccc1F	2
C[C@H]1CN([C@@H](C)CO)C(=O)Cc2cc(N(C)C)ccc2O[C@@H]1CN(C)CC1CC1	3

Next section.
Molecule	NSD2 block
C[C@@H]1CCCCO[C@@H](CN(C)C(=O)c2ccncc2)[C@H](C)CN([C@H](C)CO)C(=O)c2cc(NC(=O)c3ccncc3)ccc2O1	3
Cc1ccc(S(=O)(=O)N(C)C[C@H]2Oc3ccc(NS(=O)(=O)c4ccc(Cl)cc4)cc3C(=O)N([C@@H](C)CO)C[C@@H]2C)cc1	-5
COC(Cn1c(SCC(=O)c2cccc(C(F)(F)F)c2)nnc1-c1ccc(Cl)cc1)OC	1
C[C@H](CO)N1C[C@H](C)[C@@H](CN(C)C(=O)NC2CCCCC2)Oc2cc(-c3cccnc3)ccc2S1(=O)=O	-1
O=C(C[C@@H]1CC[C@H](NC(=O)CN2CCOCC2)[C@@H](CO)O1)NCCc1ccncc1	-1
C[C@H]1CN([C@@H](C)CO)C(=O)c2cc(NC(=O)C3CC3)ccc2O[C@H]1CN(C)Cc1ccccc1	-7
CNC[C@@H]1Oc2ccc(NC(=O)CCC(F)(F)F)cc2C(=O)N([C@@H](C)CO)C[C@@H]1C	7
C/C=C/c1ccc2c(c1)O[C@H](CN(C)CC1CCOCC1)[C@H](C)CN([C@H](C)CO)S2(=O)=O	-1

Molecule	NSD2 block
COc1ccc(NC(=O)N(C)C[C@H]2Oc3c(NS(=O)(=O)c4c(C)noc4C)cccc3C(=O)N([C@@H](C)CO)C[C@H]2C)cc1	-4
O=C(C[C@H]1C[C@H]2c3cc(NS(=O)(=O)c4ccc(F)cc4)ccc3O[C@H]2[C@@H](CO)O1)NCC(F)(F)F	-2
Cc1noc(C)c1NC(=O)Nc1ccc2c(c1)CC(=O)N([C@H](C)CO)C[C@H](C)[C@@H](CN(C)Cc1ccc(C(=O)O)cc1)O2	-5
C[C@H]1CCCCO[C@@H](CN(C)C(=O)NC2CCCCC2)[C@@H](C)CN([C@@H](C)CO)C(=O)c2cc(NS(=O)(=O)c3ccc(F)cc3)ccc2O1	-1
C[C@H](CO)N1C[C@H](C)[C@H](CN(C)C(=O)Nc2ccc3c(c2)OCO3)Oc2ccc(NC(=O)CCC(F)(F)F)cc2C1=O	2
C[C@H](CO)N1C[C@H](C)[C@H](CN(C)C(=O)c2ccccc2)OCc2ccccc2-c2ccccc2C1=O	2
C[C@@H]1CCCCO[C@@H](CN(C)S(=O)(=O)c2ccc(F)cc2)[C@H](C)CN([C@H](C)CO)C(=O)c2cc(NS(=O)(=O)c3ccccc3)ccc2O1	-3
C[C@@H]1CN([C@H](C)CO)C(=O)c2cccc(N(C)C)c2O[C@@H]1CN(C)Cc1ccc(-c2ccccc2)cc1	1

Molecule	NSD2 block
C[C@H]1CN([C@@H](C)CO)C(=O)CCCn2cc(nn2)CO[C@H]1CN(C)C(=O)C1CC1	3
COc1ccc(NC(=O)N(C)C[C@H]2Oc3c(NC(=O)Nc4ccccc4)cccc3C(=O)N([C@@H](C)CO)C[C@H]2C)cc1	-10
C/C=C/c1ccc2c(c1)O[C@@H](CN(C)C)[C@H](C)CN([C@@H](C)CO)S2(=O)=O	3
C[C@@H]1CN([C@H](C)CO)C(=O)Cc2cc(NC(=O)CCCCCC(=O)Nc3ccccc3N)ccc2O[C@@H]1CN(C)Cc1ccc(Cl)c(Cl)c1	-4
CC(C)NC(=O)N(C)C[C@@H]1Oc2ccc(NC(=O)C3CC3)cc2C(=O)N([C@@H](C)CO)C[C@@H]1C	3
C[C@@H]1CN([C@H](C)CO)C(=O)c2cc(NC(=O)C3CCCCC3)ccc2O[C@@H]1CN(C)CC1CC1	-2
Cc1ccc(S(=O)(=O)N(C)C[C@@H]2Oc3cc(C#Cc4ccccc4)ccc3S(=O)(=O)N([C@@H](C)CO)C[C@@H]2C)cc1	0
COc1ccc(NC(=O)Nc2ccc3c(c2)C(=O)N([C@H](C)CO)C[C@@H](C)[C@@H](CN(C)C(=O)NC(C)C)O3)cc1	1

Among those listed so far, these contain a Cl atom.
Molecule	NSD2 block
Cc1ccc(S(=O)(=O)N(C)C[C@H]2Oc3ccc(NS(=O)(=O)c4ccc(Cl)cc4)cc3C(=O)N([C@@H](C)CO)C[C@@H]2C)cc1	-5
COC(Cn1c(SCC(=O)c2cccc(C(F)(F)F)c2)nnc1-c1ccc(Cl)cc1)OC	1
C[C@@H]1CN([C@H](C)CO)C(=O)Cc2cc(NC(=O)CCCCCC(=O)Nc3ccccc3N)ccc2O[C@@H]1CN(C)Cc1ccc(Cl)c(Cl)c1	-4

Remaining list, next part.
Molecule	NSD2 block
C[C@H]1CN([C@@H](C)CO)C(=O)c2cc(/C=C/c3ccccc3)cnc2O[C@@H]1CN(C)C(=O)Nc1ccc(C(F)(F)F)cc1	-10
O=C(C[C@H]1C[C@H]2c3cc(NS(=O)(=O)c4ccccc4)ccc3O[C@H]2[C@@H](CO)O1)NC1CCCCC1	-3
CNC[C@@H]1Oc2ccc(NC(=O)Nc3c(C)noc3C)cc2CC(=O)N([C@H](C)CO)C[C@H]1C	-2
CCCCC/C=C\C/C=C\C/C=C\C/C=C\CCCCCC(=O)O	-13
COc1ccc(S(=O)(=O)Nc2cccc3c2O[C@H](CN(C)C(=O)Nc2ccc4c(c2)OCO4)[C@H](C)CN([C@@H](C)CO)C3=O)cc1	3
COc1ccc(NC(=O)N(C)C[C@H]2Oc3c(NS(=O)(=O)c4ccc(Cl)cc4)cccc3C(=O)N([C@@H](C)CO)C[C@H]2C)cc1	0
C[C@H](CO)N1C[C@H](C)[C@H](CN(C)C(=O)Nc2ccc(F)cc2)Oc2cc(-c3cccc(C(=O)N(C)C)c3)ccc2S1(=O)=O	4
C[C@@H]1CCCCO[C@@H](CN(C)C(=O)Nc2ccc(F)cc2)[C@H](C)CN([C@@H](C)CO)C(=O)c2cc(N(C)C)ccc2O1	-1

Molecule	NSD2 block
COCC#Cc1ccc2c(c1)O[C@H](CN(C)S(=O)(=O)c1cccc(F)c1)[C@@H](C)CN([C@H](C)CO)S2(=O)=O	7
Oc1ccc(-c2c(-c3ccccc3)nn3c(C(F)(F)F)cc(C(F)(F)F)nc23)cc1	-11
C[C@H]1CN([C@@H](C)CO)C(=O)c2cccc(NC(=O)Nc3ccccc3)c2O[C@H]1CN(C)Cc1ccccc1	4
C[C@H]1CN([C@@H](C)CO)C(=O)c2cc(NC(=O)Cc3cn(C)c4ccccc34)ccc2O[C@H]1CN(C)C(=O)NC1CCCCC1	1
COC(=O)Cn1c2c(c3cc(C)ccc31)CCCC2	-2
C[C@@H]1CN([C@H](C)CO)C(=O)c2cc(NC(=O)C3CCCCC3)ccc2O[C@@H]1CN(C)Cc1ccc(C(=O)O)cc1	2
COc1ccc(NC(=O)Nc2ccc3c(c2)C(=O)N([C@@H](C)CO)C[C@H](C)[C@@H](CN(C)Cc2ccccc2)OCCCC[C@@H](C)O3)cc1	0
O=C(C[C@H]1CC[C@H](NC(=O)Nc2cc(F)ccc2F)[C@@H](CO)O1)NCc1ccncn1	0

Molecule	NSD2 block
C[C@@H]1CN([C@@H](C)CO)C(=O)c2cccc(NS(=O)(=O)c3ccccc3)c2O[C@@H]1CN(C)Cc1ccc(C(F)(F)F)cc1	24
COCC(=O)Nc1ccc2c(c1)[C@H]1C[C@@H](CC(=O)NCc3ccc4c(c3)OCO4)O[C@H](CO)[C@H]1O2	2
COc1ccc(NC(=O)N(C)C[C@@H]2OCCCC[C@H](C)Oc3ccc(NC(=O)CCC(F)(F)F)cc3C(=O)N([C@H](C)CO)C[C@@H]2C)cc1	4
Cc1ccc(S(=O)(=O)Nc2ccc3c(c2)C(=O)N([C@@H](C)CO)C[C@@H](C)[C@H](CN(C)C(=O)Nc2c(C)noc2C)OCCCC[C@@H](C)O3)cc1	2
C[C@@H]1CN([C@@H](C)CO)C(=O)c2cc(NC(=O)CCN3CCOCC3)ccc2O[C@@H]1CN(C)Cc1ccc(C(=O)O)cc1	-1
CNC[C@@H]1OCCCC[C@H](C)Oc2ccc(NS(=O)(=O)c3ccc(F)cc3)cc2C(=O)N([C@@H](C)CO)C[C@@H]1C	-5
Cc1noc(C)c1NC(=O)Nc1cccc2c1O[C@H](CN(C)S(C)(=O)=O)[C@H](C)CN([C@@H](C)CO)C2=O	0
C[C@H](CO)N1C[C@H](C)[C@H](CN(C)C(=O)c2cnccn2)Oc2ncc(C#Cc3ccccn3)cc2C1=O	-1

Molecule	NSD2 block
C[C@H]1CN([C@@H](C)CO)C(=O)Cc2cc(NC(=O)Nc3ccc4c(c3)OCO4)ccc2O[C@H]1CN(C)Cc1ccc(Oc2ccccc2)cc1	-4
C[C@H]1CN([C@@H](C)CO)C(=O)CCCn2cc(nn2)CO[C@H]1CN(C)C(=O)c1cc(-c2ccccc2)on1	3
COCC#Cc1cnc2c(c1)C(=O)N([C@H](C)CO)C[C@@H](C)[C@H](CN(C)S(=O)(=O)c1ccccc1)O2	0
COCC(=O)Nc1ccc2c(c1)[C@@H]1C[C@@H](CC(=O)N[C@H](C)c3ccccc3)O[C@@H](CO)[C@@H]1O2	3
C[C@@H]1CCCCO[C@@H](CN(C)C(=O)CCCN(C)C)[C@@H](C)CN([C@@H](C)CO)C(=O)c2cc(NC(=O)c3ccccc3)ccc2O1	1
COc1ccc(CN(C)C[C@H]2Oc3ccc(NS(=O)(=O)c4ccc(Cl)cc4)cc3CC(=O)N([C@H](C)CO)C[C@H]2C)cc1	-8
CCCC(O)c1ccc(C)cc1CCCCCC(=O)O (stereo not drawn)	-3
C[C@@H]1CN([C@H](C)CO)C(=O)c2cc(NC(=O)Cc3cn(C)c4ccccc34)ccc2O[C@@H]1CN(C)C(=O)NC1CCCCC1	1

Molecule	NSD2 block
COc1ccc(S(=O)(=O)N(C)C[C@H]2Oc3ccc(NC(=O)Nc4ccccc4)cc3CC(=O)N([C@@H](C)CO)C[C@@H]2C)cc1	4
C=C[C@H](OC)[C@@H](OC(=O)Nc1ccc(SC)cc1)c1ccc(OCCO)cc1	8
C[C@@H]1CCCCO[C@H](CN(C)Cc2ccccc2)[C@H](C)CN([C@H](C)CO)C(=O)c2cc(NC(=O)Nc3cccc4ccccc34)ccc2O1	10
COC(=O)C[C@@H]1C=C[C@H](NS(=O)(=O)c2ccccc2F)[C@@H](CO)O1	-18
COc1ccc(CN(C)C[C@@H]2Oc3ccc(NC(=O)Nc4ccc5c(c4)OCO5)cc3C(=O)N([C@@H](C)CO)C[C@@H]2C)cc1	1
C[C@H]1CN([C@@H](C)CO)C(=O)Cc2cc(NS(=O)(=O)c3ccc(Cl)cc3)ccc2O[C@H]1CN(C)Cc1ccc(C(=O)O)cc1	1

Screens deposited in PubChem by Broad Institute.

An excerpt. The share of hits here may be higher or lower than overall.
